GRIN3A LBD mod – modulates the human NR3A ligand-binding domain; NR3A LBD differential scanning fluorimetry, Tm shift; 0% = protein alone, 100% = glycine-bound protein; Tm shift relative to glycine control, % at 25 µM; 2.5% of 340,000 active;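 active = melting temperature shift of at least 10% of the positive control shift, at one fixed dose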
A3A deaminase – human APOBEC3A DNA deaminase inhibition; P31941; inhibition, % at 20 µM; 0.41% of 330,000 active; recombinant A3A, FAM/TAMRA ssDNA deamination fluorescence;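 active = at least 40% inhibition at 20 µM here, with at most 30% in a related deaminase screen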;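 note: plate controls were A3A with DMSO for no effect and wells lacking A3A enzyme for full effect; some results filed as inactive read as strong as hits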
CXCR6 inh – CXCR6 (human) receptor inhibition; O00574; CHO-K1 PathHunter CXCR6 beta-arrestin, luminescence; inhibition, % at 20 µM; 0.36% of 360,000 active; AID 602244; in the data active = inhibition above about 34%, passing the limit was not always enough;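 note: antagonist mode with CXCL16 agonist at 10 nM final; 0% = 10 nM CXCL16 with DMSO and 100% = unstimulated wells without agonist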
Target sequence (O00574 whole entry, looked up): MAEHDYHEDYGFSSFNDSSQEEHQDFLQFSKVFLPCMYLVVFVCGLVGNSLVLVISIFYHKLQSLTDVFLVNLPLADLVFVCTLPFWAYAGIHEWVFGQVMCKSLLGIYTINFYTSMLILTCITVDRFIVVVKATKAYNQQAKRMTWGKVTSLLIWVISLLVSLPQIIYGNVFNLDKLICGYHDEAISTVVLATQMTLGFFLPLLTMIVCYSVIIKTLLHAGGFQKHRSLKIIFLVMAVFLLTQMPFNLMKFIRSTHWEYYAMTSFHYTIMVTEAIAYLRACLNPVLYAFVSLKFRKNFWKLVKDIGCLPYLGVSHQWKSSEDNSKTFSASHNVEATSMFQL
CCR6 antag – antagonists of human CCR6 receptor | inhibition, % at 20 µM | P51684 | 0.49% of 340,000 active | CHO-K1 CCR6 PathHunter beta-arrestin, luminescence, CCL20-stimulated;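 active = compounds whose inhibition of the agonist-driven luminescence signal at 20 µM reaches about 50%, limit read from the data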;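 note: cells stimulated with CCL20 at 14 nM final; plate controls were DMSO with CCL20 for no effect and DMSO without agonist for full effect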
Target sequence (P51684 whole entry, looked up): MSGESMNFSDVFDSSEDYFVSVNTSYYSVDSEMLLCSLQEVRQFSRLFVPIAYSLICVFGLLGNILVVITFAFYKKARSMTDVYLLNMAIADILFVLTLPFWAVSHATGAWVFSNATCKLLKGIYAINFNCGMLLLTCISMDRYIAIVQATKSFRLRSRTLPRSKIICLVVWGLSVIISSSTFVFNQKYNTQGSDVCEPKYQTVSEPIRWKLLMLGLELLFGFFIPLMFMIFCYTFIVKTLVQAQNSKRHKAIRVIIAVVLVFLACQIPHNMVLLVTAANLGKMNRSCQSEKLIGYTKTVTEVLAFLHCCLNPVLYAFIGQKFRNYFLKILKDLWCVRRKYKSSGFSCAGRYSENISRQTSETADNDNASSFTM
MPTP inh – blocks calcium-induced mitochondrial swelling; 1.4% of 360,000 active; AID 602449; isolated mouse mitochondria, Ca2+ swelling absorbance, 30 min; inhibition, % at 10 µM;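 active = inhibition of 50% or more, scaled per plate between neutral and stimulator controls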;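 note: 0% = DMSO wells given calcium and 100% = 1 mM EGTA wells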
EBI2 block – EBI2 (human) antagonism; P32249; EBI2 beta-arrestin recruitment, luminescence, 7a,25-OHC stimulated; inhibition, % at 5 µM; 0.81% of 360,000 active; AID 651636; in the data active = inhibition above about 38%;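 note: enzyme fragment complementation signal reports receptor beta-arrestin coupling in cells; 0% = agonist plus DMSO wells and 100% = wells without agonist; some results beyond the cut were filed as inactive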
Target sequence (P32249 whole entry, looked up, the tested form may be a part): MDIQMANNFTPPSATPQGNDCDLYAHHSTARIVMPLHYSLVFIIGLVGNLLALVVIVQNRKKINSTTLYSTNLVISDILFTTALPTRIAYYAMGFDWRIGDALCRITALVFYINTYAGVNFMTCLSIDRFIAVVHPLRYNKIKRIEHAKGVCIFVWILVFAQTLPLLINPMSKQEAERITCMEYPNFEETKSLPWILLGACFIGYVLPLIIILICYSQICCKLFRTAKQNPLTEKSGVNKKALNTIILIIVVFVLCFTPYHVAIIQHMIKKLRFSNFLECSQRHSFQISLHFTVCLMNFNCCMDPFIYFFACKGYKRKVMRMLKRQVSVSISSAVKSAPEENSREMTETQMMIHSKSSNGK
Gli-Sufu antag – Gli-Sufu pathway antagonism | Sufu-KO-LIGHT fibroblasts, Gli luciferase reporter luminescence | inhibition, % at 5 µM | 0.74% of 340,000 active;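 active = inhibition above about 55%, limit read from the data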;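 note: 0% = DMSO-treated cells and 100% = wells with medium but no cells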
A3G deaminase – blocks human APOBEC3G single-stranded DNA deamination | recombinant A3G, ssDNA deamination FAM/TAMRA fluorescence | inhibition, % at 20 µM | 0.28% of 330,000 active | AID 493012;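 active = inhibition of at least 40% at 20 µM, with no more than 30% in the related APOBEC3A deaminase screen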;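 note: plate controls were DMSO wells with A3G for no effect and wells lacking A3G enzyme for full effect; some compounds called inactive have numbers as strong as hits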
The depositor's hits bear a star; . = not tested or not shown; & = joins results of further samples.

No.	SMILES	GRIN3A LBD mod	A3A deaminase	CXCR6 inh	CCR6 antag	MPTP inh	EBI2 block	Gli-Sufu antag	A3G deaminase
1	CC(=O)c1ccccc1NC(=O)COC(=O)/C=C/c1cccs1	3	-1	2	19	-0.5	-7	-4	-5
2	O=C(Cc1cc(=O)[nH][nH]1)N/N=C/c1cccc(Cl)c1Cl	-1&1	1&-3	10&3	7&3	0.7&0.2	-7&5	8&-8	4&-8
3	COc1ccc(C(CC(=O)O)NC(C)=O)cc1OC (centres undefined)	0	-5	5	7	-2.5	1	-7	2
4	COc1ccc2ncc(OC(C)=O)cc2c1	-2	.	-1	-11	-0.6	1	-3	.
5	COc1ccc(CNC(=O)C[C@H]2C[C@H](C(=O)N3CCOCC3)[C@@]3(C)c4[nH]c5cc(CCC(=O)N(C)C)ccc5c4CCN3C2=O)cc1OC	2	3	6	17	-1.6	0	1	6
6	CC(=O)Nc1cccc(NC(=O)CSc2nnnn2C(C)C)c1	-2	3	-3	2	-2.2	-4	-4	1
7	COC(=O)c1ccccc1-c1ccc(/C=N/NC(=O)c2cc3ccccc3o2)o1	5	3	-2	3	1.1	4	4	5
8	C=CCOc1ccc(/C=N/NC(=O)c2c(C)nc3ccc(Cl)cn23)cc1	-2	-3	2	3	1.4	1	3	-6
9	C[C@H](CO)N1C[C@H](C)[C@@H](CN(C)Cc2ccc(C(=O)O)cc2)Oc2c(NS(=O)(=O)c3ccccc3)cccc2C1=O	1	-1	-2	1	-0.4	-2	-6	-2
10	CS(=O)(=O)N1CCN(c2ccc([N+](=O)[O-])c(N3CCOCC3)c2)CC1	-2	-5	1	0	-9.9	11	-7	-4
11	O=C(NCCCN1CCOCC1)c1ccc(CNS(=O)(=O)c2ccc(Br)cc2)cc1	-3	-1	-3	5	-0.6	-8	0	-1
12	N/C(=N\OC(=O)CCCc1ccccc1)c1cccnc1	2	8	-5	5	-0.9	-3	-15	2
13	Cc1cnc(C(=O)OC(C)C(=O)Nc2ccc(Cl)cn2)cn1 (centres undefined)	-3	2	-2	7	-0.1	0	-3	-2
14	CCC[C@@H]1CCCO[C@@](C(=O)NCc2cc(C)n(C)n2)(C(F)(F)F)C1	0	-4	1	-5	0.3	-14	-3	-10
15	Cc1ccc(CCN2CC(C(=O)NCCN(C)C)CC2=O)cc1 (centres undefined)	0	-3	-8	5	0.3	3	5	-8
16	CCNC(=O)/C(C#N)=C/c1c(N2CCN(c3ccccc3)CC2)nc2c(C)cccn2c1=O	0	-1	23	16	-0.8	-1	3	-3
17	Cc1ccc(S(=O)(=O)N2CCN(c3ccc([N+](=O)[O-])c(Sc4nncn4C)c3)CC2)cc1	-1	0	9	11	2.8	0	8	-6
18	Cc1cc(C(=O)OCC(=O)N2CCN(c3ccccc3)CC2)c2ccccc2n1	-1	8	4	11	2.3	8	3	-2
19	Nc1nc(SCC(=O)N2CCOCC2)n[nH]1	-2	2	-2	-7	0.3	1	4	1
20	CN(C)S(=O)(=O)c1ccc(C(=O)NCc2cccs2)cc1	1	1	-2	11	-0.8	3	-1	-3
21	COc1ccc(NC(=S)NCc2cccnc2)cc1OC	0	-4	-3	-3	-1.5	-2	-10	-5
22	Fc1ccccc1C1CCN(Cc2nc(CC3CC3)no2)C1 (centres undefined)	1	0	0	13	1.6	-9	-54	-1
23	CCOC(=O)C1CCCN(C(=O)c2sc3nc(C)nc(N4CCOCC4)c3c2C)C1 (centres undefined)	0	6	-2	7	0.9	1	-5	0
24	Cc1ccc(C2=NN(C(=S)Nc3ccccc3)C(c3ccco3)C2)cc1 (centres undefined)	2	-4	14	2	-1.2	0	12	-4
25	COC(=O)c1ccc(N2CCOCC2)c(NC(=O)c2ccc(Br)o2)c1	3	3	2	-1	0.9	21	35	-5
26	CCOC(=O)c1cnn(C)c1NC(=O)c1ccc(Cl)cc1Cl	-1	-3	6	10	-1.4	-2	5	-7
27	O=C(/C=C/c1ccc([N+](=O)[O-])cc1)Nc1ncc([N+](=O)[O-])s1	10	.	8	26	83*	5	-83	.
28	COc1ccc(NS(=O)(=O)c2cccc(C(=O)N/N=C/c3ccccc3OC)c2)cc1	1	-4	-7	-1	1.0	-18	-8	-5
29	CC(C)NC(=O)C1CCCN(S(C)(=O)=O)C1 (centres undefined)	-3	0	1	-7	-0.8	-7	-4	-3
30	O=C(NC1(C(F)(F)F)NC(=O)N(C2CCCCC2)C1=O)c1ccco1 (centres undefined)	2	0	-8	10	-2.0	-4	15	-4

Compound profiles, as listed above.
Profile of `Cc1ccc(CCN2CC(C(=O)NCCN(C)C)CC2=O)cc1` (centres undefined) → GRIN3A LBD mod: 0; A3A deaminase: -3; CXCR6 inh: -8; CCR6 antag: 5; MPTP inh: 0.3; EBI2 block: 3; Gli-Sufu antag: 5; A3G deaminase: -8
Profile of `O=C(NCCCN1CCOCC1)c1ccc(CNS(=O)(=O)c2ccc(Br)cc2)cc1` → GRIN3A LBD mod: -3; A3A deaminase: -1; CXCR6 inh: -3; CCR6 antag: 5; MPTP inh: -0.6; EBI2 block: -8; Gli-Sufu antag: 0; A3G deaminase: -1

Ordered by the number under EBI2 block (largest number first): some entries from above
item | compound | EBI2 block
18 | Cc1cc(C(=O)OCC(=O)N2CCN(c3ccccc3)CC2)c2ccccc2n1 | 8
30 | O=C(NC1(C(F)(F)F)NC(=O)N(C2CCCCC2)C1=O)c1ccco1 (centres undefined) | -4
28 | COc1ccc(NS(=O)(=O)c2cccc(C(=O)N/N=C/c3ccccc3OC)c2)cc1 | -18

Three records picked at random from the list so far:
No.	SMILES	GRIN3A LBD mod	A3A deaminase	CXCR6 inh	CCR6 antag	MPTP inh	EBI2 block	Gli-Sufu antag	A3G deaminase
21	COc1ccc(NC(=S)NCc2cccnc2)cc1OC	0	-4	-3	-3	-1.5	-2	-10	-5
23	CCOC(=O)C1CCCN(C(=O)c2sc3nc(C)nc(N4CCOCC4)c3c2C)C1 (centres undefined)	0	6	-2	7	0.9	1	-5	0
20	CN(C)S(=O)(=O)c1ccc(C(=O)NCc2cccs2)cc1	1	1	-2	11	-0.8	3	-1	-3

(listing goes on)
No.	SMILES	GRIN3A LBD mod	A3A deaminase	CXCR6 inh	CCR6 antag	MPTP inh	EBI2 block	Gli-Sufu antag	A3G deaminase
31	Cc1ccc2[nH]c3c(N4CCc5ccccc5C4)ncnc3c2c1	-8	0	0	-10	106*	19	73*	1
32	Cc1ccc(-c2nc(CN(C)C)cc(CN(C)C)c2O)cc1	0	-4	-9	2	-0.6	-1	-3	-7
33	CCCN(CC1CC1)C(=O)COC(=O)c1ccc(CNS(=O)(=O)c2ccc(F)c(Cl)c2)cc1	-10	1	6	0	1.3	19	16	-3
34	Cc1ccc(C)c(S(=O)(=O)NCCC(=O)N2CCCC(C(N)=O)C2)c1 (centres undefined)	0	-4	2	6	-0.9	-2	-13	-10
35	CC(OC(=O)CNC(=O)C12CC3CC(CC(C3)C1)C2)C(=O)Nc1ccc(N2CCOCC2)cc1 (centres undefined)	2	-8	3	-17	-0.9	-5	-5	-2
36	O=c1cc(-c2ccc(O)c(O)c2)oc2c1ccc1ccccc12	6	0	8	15	19	3	-5	-2
37	COc1ccc(CCNC(=O)COC(=O)c2cc(OC)c(OC)cc2OC)cc1	3	-5	-7	1	-0.2	-7	3	-9
38	CC(=O)c1cnc(SCC(=O)O)nc1C	1	-3	4	-7	2.0	5	-2	-4
39	Cn1c(Cn2cnc3ccccc32)nc2ccccc21	-3	3	-11	-6	5.6	-5	0	2
40	Cc1ccc(S(=O)(=O)N2CCC(=O)N(C(COC(=O)Nc3ccccc3)Cc3ccccc3)CC2)cc1 (centres undefined)	4	-2	-4	-1	5.4	-8	5	-7
41	COc1ccc(OC)c(-n2c(-c3cnccn3)n[nH]c2=S)c1	-2	-3	-18	-6	0.5	-12	1	21
42	O=C(NCC1COc2ccccc2O1)c1cccs1 (centres undefined)	1	-3	-8	8	-1.0	-9	-25	-4
43	Cc1ccc(CNC(=O)C2CC(c3ccccc3C(F)(F)F)=NO2)cc1 (centres undefined)	-2	2	-8	3	0.9	3	1	-3
44	COc1ccc(CNC(=O)c2c(-c3c(F)cccc3Cl)noc2C)cc1	0	-4	-9	14	-0.9	5	9	-7
45	O=C(Nc1ccccc1)Oc1cccc(Br)c1	1	-1	2	-3	3.8	3	-3	-5
46	COc1ccc(C2C(C#N)=C(/N=C/N3CCN(C)CC3)OC3=C2C(=O)CC(C)(C)C3)cc1OC (centres undefined)	-3	-2	-3	6	1.1	-3	8	-2
47	CCCCC(=O)Nc1ccc(C(=O)Nc2nnc(COC)s2)cc1	-11	1	0	-8	-0.2	-8	-2	-1
48	CC(C)(/C=N/O)/[N+]([O-])=C/c1ccco1	0	-1	-1	-7	-0.4	6	-3	-2
49	COC(=O)c1cccc(NC(=S)NCc2ccco2)c1	-3	-5	-2	-12	-0.1	3	-6	-6
50	COc1ccccc1NC(=O)NC1CCCc2ccccc21 (centres undefined)	4	-3	4	8	-0.4	10	3	-7
51	O=C(CCC1CCCC1)Nc1ccc(C(=O)NCc2cccnc2)cc1	-1	-3	0	10	2.2	0	26	-7
52	O=C(CSc1ccc(Br)cc1)NCC1CCCO1 (centres undefined)	1	5	-11	15	0.4	8	-8	-1
53	CN(CC(=O)Nc1cccc(F)c1)C(=O)CN1C(=O)C2CC=CCC2C1=O (centres undefined)	-1	-4	-12	-4	-1.9	-3	-1	-9
54	CC1CCC(C(C)C)C(OC(=O)Cn2c(-c3ccc(Cl)cc3)[n+](C)c3ccccc32)C1 (centres undefined)	-4	4	-26	13	54*	10	72*	0
55	COc1ccccc1NC(=O)Oc1ccc(NC(=O)c2ccco2)cc1	-5	4	1	13	1.3	2	-8	-2
56	Cc1nnc(NC(=O)CSc2nnc(Cc3ccccc3)n2-c2ccccc2)s1	0	-2	4	-9	-4.4	-3	-2	-6
57	CCCC(NCC(O)COc1ccc(-c2ccccc2)cc1)c1ccccc1 (centres undefined)	-2	2	-1	11	55*	13	30	10
58	COC(=O)c1ccc(C2Nc3ccc(/C(C)=N/NC(=O)C(OC)c4ccccc4)cc3C3C=CCC32)cc1 (centres undefined)	-3	-1	6	13	1.9	2	-5	8
59	Cc1cccc(N2CCN(C(=O)CCC(=O)N3CCOc4ccc(Cl)cc43)CC2C)c1 (centres undefined)	-5	-7	0	-7	-2.0	9	0	-10
60	COc1ccc(C(=O)NCC(=O)c2ccccc2)cc1	-1	-9	3	5	0.0	-7	-19	-7

Shown in transposed form: part of the list above
#49 COC(=O)c1cccc(NC(=S)NCc2ccco2)c1
#50 COc1ccccc1NC(=O)NC1CCCc2ccccc21 (centres undefined)
#51 O=C(CCC1CCCC1)Nc1ccc(C(=O)NCc2cccnc2)cc1
Compound	49	50	51
GRIN3A LBD mod	-3	4	-1
A3A deaminase	-5	-3	-3
CXCR6 inh	-2	4	0
CCR6 antag	-12	8	10
MPTP inh	-0.1	-0.4	2.2
EBI2 block	3	10	0
Gli-Sufu antag	-6	3	26
A3G deaminase	-6	-7	-7

(list continues)
No.	SMILES	GRIN3A LBD mod	A3A deaminase	CXCR6 inh	CCR6 antag	MPTP inh	EBI2 block	Gli-Sufu antag	A3G deaminase
61	O=C(O)c1oc2ccccc2c1CSc1ccccn1	1	-1	-2	-10	2.2	-1	2	-5
62	O=C(CCN1C(=O)C2C3C=CC(C3)C2C1=O)N1CCN(c2ccc(F)cc2)CC1 (centres undefined)	-4	-3	-3	12	0.9	-2	-24	-4
63	CCOc1ccc(-c2nn[nH]n2)cc1	5	-3	-1	7	0.4	2	0	-5
64	COc1ccc2[nH]c3nc(SCc4nnc(-c5ccc(C)cc5)o4)nnc3c2c1	-1	-1	14	14	32	13	1	0
65	CCN(CC)C(=O)c1[nH]cnc1C(=O)NCC(=O)OC(C)(C)C	2	-2	-5	7	0.3	-8	-11	-4

Bioassay records: PubChem BioAssay, Sanford-Burnham Center for Chemical Genomics
